Compound activity deposited in PubChem by several laboratories.
OX1R antag: human HCRTR1 antagonism. CHO/OX1R cells, Fluo-8 calcium fluorescence, orexin A. O43613. inhibition, % at 5 µM. actives 0.43% (n = 330,000);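 active = inhibition above its plate's threshold, mean inhibition of all tested compounds on the plate plus 3 SD, cut at about 37% in these data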;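 also: 0% = orexin A challenge wells and 100% = SB-334867-A antagonist wells; not every result past the cut was called active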
Target sequence (O43613 whole entry, looked up): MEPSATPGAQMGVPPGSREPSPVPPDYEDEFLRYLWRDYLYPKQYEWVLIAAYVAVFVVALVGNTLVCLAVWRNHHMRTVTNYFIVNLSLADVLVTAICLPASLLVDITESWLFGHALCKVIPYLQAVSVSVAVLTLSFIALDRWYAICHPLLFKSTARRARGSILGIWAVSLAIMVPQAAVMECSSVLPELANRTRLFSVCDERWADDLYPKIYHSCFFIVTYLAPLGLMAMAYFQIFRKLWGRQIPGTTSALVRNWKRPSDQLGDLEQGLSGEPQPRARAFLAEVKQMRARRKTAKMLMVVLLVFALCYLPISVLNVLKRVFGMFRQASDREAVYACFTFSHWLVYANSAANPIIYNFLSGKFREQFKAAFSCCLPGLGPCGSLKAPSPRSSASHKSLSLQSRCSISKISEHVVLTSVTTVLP
CHT allo act: allosterically activates the human high affinity choline transporter; CHT-expressing cells, membrane potential dye, choline EC20; active compounds read high; LV-AA mutant CHT in HEK293 cells; AID 488977; B-score at 10 µM; Q9GZV3; actives 0.49% (n = 310,000);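 active = initial fluorescence not abnormally high and integrated response B-score, plate-corrected, over 3 SD above library mean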
Target sequence (Q9GZV3 whole entry, looked up): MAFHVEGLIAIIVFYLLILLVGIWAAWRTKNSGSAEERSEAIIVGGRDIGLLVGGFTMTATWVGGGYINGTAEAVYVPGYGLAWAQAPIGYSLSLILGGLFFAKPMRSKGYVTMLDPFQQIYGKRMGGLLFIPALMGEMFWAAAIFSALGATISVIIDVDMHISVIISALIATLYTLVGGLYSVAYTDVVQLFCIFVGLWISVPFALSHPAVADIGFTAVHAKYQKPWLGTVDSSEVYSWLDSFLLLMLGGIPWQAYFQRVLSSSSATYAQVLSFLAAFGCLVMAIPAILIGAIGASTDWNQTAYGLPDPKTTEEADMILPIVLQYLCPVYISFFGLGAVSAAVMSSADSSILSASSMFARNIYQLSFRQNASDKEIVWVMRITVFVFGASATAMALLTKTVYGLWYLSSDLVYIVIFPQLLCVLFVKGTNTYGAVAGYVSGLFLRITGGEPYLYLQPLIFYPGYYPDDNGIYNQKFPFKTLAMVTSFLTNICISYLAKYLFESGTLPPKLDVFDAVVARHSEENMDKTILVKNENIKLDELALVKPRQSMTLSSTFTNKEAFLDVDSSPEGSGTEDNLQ
* marks the source's active call; other numbers are inactive results; i = inactive; nt = no result given. Hits appear at their usual frequency, and some 0.83% of all compounds hit somewhere here.

SMILES | OX1R antag | CHT allo act
Cc1ccc(C(=O)NNC(=O)C2CCN(Cc3ccc(Cl)c(Cl)c3)CC2)cc1 | -11 | i
CC(C)(C)NC(=O)Cn1cnc2cc([N+](=O)[O-])ccc2c1=O | -8 | i
O=C(N/N=C/c1ccc2c(c1)OCO2)c1ccc2ccccc2n1 | -17 | i
CCN1CCCC1CNC(=O)c1ccc2c(=O)n(CCOC)c(=O)[nH]c2c1 (stereo not drawn) | 7 | i
CCCc1nc2c(c(=O)c3ccccc3n2C)c(=O)n1-c1ccc(F)cc1 | -20 | i
COc1ccc(NC(=O)/C(C#N)=C/c2c(C)nn(-c3ccc(F)cc3)c2Cl)cc1OC | -25 | i
Cc1cc(=O)oc2cc(OCC(=O)OC(C)C(=O)Nc3ccc(S(N)(=O)=O)cc3)ccc12 (stereo not drawn) | -2 | nt
CC(C)(C)[C@H]1C=C(C(=O)O)O[C@@H](OCc2ccc(CO)cc2)C1 | -2 | i
Cc1cccc(OCC2=N/C(=C\N(C)C)C(=O)O2)c1 | -15 | i
Cc1cccc(NS(=O)(=O)c2ccc(C)c(C(=O)NCc3ccncc3)c2)c1 | -28 | i
O=C(NCCN1CCNC1=O)C1CCC(=O)N(CCc2ccccc2)C1 (stereo not drawn) | -9 | i
N#CC(c1ccccc1)c1cnccn1 (stereo not drawn) | -3 | i
O=C(O)c1nccnc1C(=O)Nc1ccc(S(=O)(=O)N2CCOCC2)cc1 | -2 | i
Cc1cccc(N2CCN(S(=O)(=O)c3ccc4c(c3)NC(=O)CO4)CC2)c1C | -29 | i
CC1CC(C)CN(C(=O)CCS(=O)(=O)c2ccc3c(c2)NC(=O)CS3)C1 (stereo not drawn) | -16 | i
O=C(O)[C@H](Cc1ccccc1)NC(=O)N1CCC(Cc2ccccc2)CC1 | -4 | i
Cc1c(NC(=O)/C(C#N)=C/c2ccc(-c3ccc(Cl)cc3)o2)c(=O)n(-c2ccccc2)n1C | -29 | i
Cn1c(NC(=O)c2cccnc2)nc2ccccc21 | -10 | i
CC1CCN(c2nnc(NC(=O)Cn3c(=O)oc4ccccc43)s2)CC1 | -9 | i
CCCC(=O)NCCSC | 3 | i
COC(=O)[C@@]1(Cc2ccccc2)[C@H]2C(=O)N(C)C(=O)[C@H]2[C@H]2CN=C(SC)N21 | -4 | nt
CC(C)(C)NC(=O)C(c1ccccc1)N(Cc1cccs1)C(=O)c1csnn1 (stereo not drawn) | -18 | i
Cc1cccc(NC(=O)CNC(=O)N2CC(=O)Nc3ccccc32)c1C | 7 | i
COc1ccc(OCCN2CCN(S(=O)(=O)c3ccccc3C(F)(F)F)CC2)cc1 | -9 | nt
CCOC(=O)C(C)/C(C)=N\Nc1ccc([N+](=O)[O-])cc1[N+](=O)[O-] (stereo not drawn) | 16 | i
(next part)
SMILES | OX1R antag | CHT allo act
Cc1cc(S(=O)(=O)N2CCC3(CC2)OCCN3S(=O)(=O)c2cccs2)ccc1F | -19 | i
COc1cc(CO)ccc1Oc1nc2ccccc2n2cnnc12 | -12 | i
CC(=O)c1cccc(NC(=O)c2ccc3c(c2)CCCC3)c1 | 5 | i
CCCc1cc(=O)oc2cc(OC(C)C(=O)NCc3ccccn3)c(Cl)cc12 (stereo not drawn) | -42 | i
Cc1cc(=O)oc2cc(OCC(=O)NC(Cc3c[nH]c4ccc(O)cc34)C(=O)O)c(Cl)cc12 (stereo not drawn) | 10 | i
CCc1noc(C)c1C(=O)Nc1cc(S(=O)(=O)N2CCCCC2)ccc1N(C)C | -28 | i
CCOC(=O)C1CCN(C(=O)Nc2ccc(OC)c(OC)c2)CC1 | -8 | i
COc1cccc(NC(=O)COC(=O)CC2CC3CCC2C3)c1 (stereo not drawn) | -19 | nt
O=C(Cc1cccs1)Nc1cccc(C(=O)Nc2ccco2)c1 | -8 | i
COc1ccc(Cc2nnc(SCc3c(C)noc3C)n2C2CCCCC2)cc1OC | -34 | i
O=P(COCCOCP(=O)(c1ccccc1)c1ccccc1)(c1ccccc1)c1ccccc1 | -20 | i
Cc1ccc2cc(CN(CC3CCCO3)S(=O)(=O)c3ccc4c(c3)OCCO4)c(=O)[nH]c2c1C (stereo not drawn) | -20 | i
Nc1nnc(-c2ccco2)s1 | -15 | i
Cc1cc(C(=O)Nc2ccccc2N2CCOCC2)no1 | -10 | nt
COc1cccc(C(=O)OCC(=O)NCCc2ccccc2)c1OC | -10 | i
O=C1c2ccccc2NC(c2ccc(-c3cccc([N+](=O)[O-])c3)o2)N1O (stereo not drawn) | -17 | i
COc1cc(OC)cc(C(=O)NC(=S)Nc2ccc(NC(=O)c3ccco3)cc2)c1 | -32 | i
CN(Cc1cccs1)C(=O)CN1C(=O)c2ccccc2S1(=O)=O | -20 | nt
CN(C)S(=O)(=O)c1cccc(-c2nnc(-c3ccccc3)o2)c1 | -13 | i
Cc1ccc(C(=O)N2CCCC(CCC(=O)NCc3ccccc3F)C2)cn1 (stereo not drawn) | -3 | i
COc1ccc(C(=O)NCCc2nnc3ccc(SCC(=O)NCc4ccccc4)nn23)cc1 | -12 | i
Cc1oc(-c2cccc3ccccc23)nc1CN1CCN(c2ncnc3ccccc23)CC1 | 34 | i
Cc1cc(C(=O)Nc2ccccc2C(=O)O)ccc1NC(=O)COc1ccccc1Cl | -4 | i
CCOC(=O)C(Cc1c[nH]c2ccccc12)NC(=O)CNC(C)=O (stereo not drawn) | -9 | i
NC(=O)NC(CC(=O)NCc1ccc2c(c1)OCO2)c1ccccc1Cl (stereo not drawn) | -18 | i
(list continues)
SMILES | OX1R antag | CHT allo act
COc1cc(-c2nc(-c3cccc(C(F)(F)F)c3)no2)cc(OC)c1OC | -9 | i
Cc1ccc(S(=O)(=O)Nc2c(C)[nH]c(=O)[nH]c2=O)cc1C | -1 | i
Cc1ccc2oc(-c3ccc(C)c(NC(=O)Cc4cccs4)c3)nc2c1 | -17 | i
CCCCn1c(-c2ccc(OC)cc2)nc2c(=O)n(C)c(=O)[nH]c21 | -6 | i
COc1ccc(C(CNC(=O)COc2ccc([N+](=O)[O-])cc2)N2CCCCC2)cc1 (stereo not drawn) | -29 | i
O=C(NCC1CCCO1)C1CCN(c2ccc(S(=O)(=O)N3CCCC3)cc2)CC1 (stereo not drawn) | 7 | i
CC(=O)c1ccc(NC(=O)c2noc(C)c2[N+](=O)[O-])cc1 | -2 | i
CC(NS(=O)(=O)c1ccccc1)C(c1cccs1)N1CCN(C)CC1 (stereo not drawn) | -9 | i
Clc1ccc(-c2ccc(C=Nc3ccc(N4CCOCC4)cc3)o2)c(Cl)c1 | -9 | i
CCOC(=O)CC1C(=O)NCCN1c1nc2ccc(C)cn2c(=O)c1/C=C1\SC(=S)N(C(C)CC)C1=O (stereo not drawn) | 28 | i
COc1ccc(OCC(=O)C2CC2)c(C#N)c1 | -17 | i
COc1cccc(C(=O)CN(C(=O)c2ccc(Cl)cc2Cl)N2C(=O)c3ccccc3C2=O)c1 | -31 | i
COc1ccc(OC)c(S(=O)(=O)NC(C)(C)C)c1 | -5 | i
CCOc1cc(/C=C2\C(=O)N(CCc3ccc(OC)c(OC)c3)C(C)=C2C(=O)OC)ccc1O | -16 | i
CCOC(=O)c1cc(S(=O)(=O)N2CCN(c3ccccc3OC)CC2)cn1C | -12 | i
O=C(CN1CCC(c2nc3ccccc3s2)CC1)N1CCCCC1 | -24 | i
COC(=O)c1[nH]c2cc(OC)c(OC)cc2c1NC(=O)CN1C[C@H]2C[C@@H](C1)c1cccc(=O)n1C2 | -11 | nt
C=CCn1c2ccccc2c2nnc(SCCN3CCCCC3)nc21 | -20 | i
COc1ccccc1N(Cc1ccccc1)S(=O)(=O)c1cccc(C(=O)O)c1 | 4 | i
COc1cc(C(C)=O)ccc1Oc1cnccn1 | 10 | i
Cc1ccc(S(=O)(=O)Nc2ccccc2N2CCCCC2)cc1 | 6 | nt
CN1CCN(C(=O)CCC(=O)c2ccc(F)cc2)CC1 | -32 | i
CCn1c(C)nc2cc(C(=O)N/N=C/c3ccc(N4CCOCC4)cc3)ccc21 | -17 | i
CCC(CC)C(=O)Nc1cccc(C(=O)NCc2ccco2)c1 | 8 | i
Cc1ccc(/C=C/C(=O)Nc2ccc(S(=O)(=O)Nc3cc(C)nc(C)n3)cc2)cc1 | -10 | i

Filtered by structure: those above containing a CF3 group
SMILES | OX1R antag | CHT allo act
COc1ccc(OCCN2CCN(S(=O)(=O)c3ccccc3C(F)(F)F)CC2)cc1 | -9 | nt
COc1cc(-c2nc(-c3cccc(C(F)(F)F)c3)no2)cc(OC)c1OC | -9 | i

Carrying on:
SMILES | OX1R antag | CHT allo act
COCCNC(=O)c1ccccc1-c1ccccc1C(=O)O | -21 | i
Cc1nnc(SCC(=O)Nc2nc3ccccc3s2)n(N)c1=O | -9 | i
CCN(Cc1ccncc1)C(=O)c1ccccc1NS(=O)(=O)c1ccc(F)cc1 | -16 | i
CCCCC(=O)/C=C/n1c(=S)oc2ccccc21 | -3 | i
COc1cccc(NC(=O)C2CCC2)c1 | -13 | i
O=C(CN1CCN(S(=O)(=O)c2ccc(F)cc2)CC1)NC1CCCC1 | -19 | i
COCCN(CCOC)S(=O)(=O)c1ccc(Cl)nc1 | -14 | i
COc1ccccc1N(CC(=O)Nc1ccc(F)c(F)c1)S(C)(=O)=O | -21 | i
CC(=O)Nc1cccc(-c2nnc3n2CC(C)S3)c1 (stereo not drawn) | -3 | i
O=C(NCCN1CCOCC1)c1cccc(S(=O)(=O)Nc2ccc(Br)cc2)c1 | -28 | nt
Cc1cc(S(=O)(=O)NCC(=O)O)ccc1F | 2 | i
CCN(CC)S(=O)(=O)c1ccc2[nH]c(=O)cc(C(=O)NCC(c3ccco3)N3CCCC3)c2c1 (stereo not drawn) | -1 | i
Cc1ccc(OCC(=O)N/N=C\c2c(C)n(C)c3ccccc23)c([N+](=O)[O-])c1 | -3 | i
O=C(O)CN1C(=O)/C(=C\c2cc([N+](=O)[O-])ccc2OCc2ccccc2Cl)SC1=S | -16 | i
CC1CN(C(=O)NCc2ccccc2)c2cc(Cl)ccc2O1 (stereo not drawn) | nt | i
O=C1CCC(=O)N1CC(=O)N(c1ccccc1)c1ccccc1 | -7 | i
Cc1nc2scc(C)n2c(=O)c1S(=O)(=O)NCc1ccccc1Cl | -8 | i
Nc1ccc(Nc2ccccc2)c(S(=O)(=O)O)c1 | 11 | i
CC(Sc1nnc(-c2ccc(C(C)(C)C)cc2)n1C)C(N)=O (stereo not drawn) | 3 | i
CCOc1cc(C(=S)N2CCCC2)ccc1OCC(=O)Nc1c(C)cc(C)cc1C | 15 | i
Cc1ccc2[nH]c(C)c(CCNC(=O)C3CCCCC3C(=O)OCC(F)(F)F)c2c1 (stereo not drawn) | -34 | i
CCn1c(=O)c(C(=O)NCc2ccccc2Cl)c(O)c2ccccc21 | nt | i
CC(=O)Nc1ccc(NC(=O)C2CCCN2C(=O)Nc2ccc(F)c([N+](=O)[O-])c2)cc1 (stereo not drawn) | -7 | i
O=NC1=C(c2c(O)[nH]c3ccccc23)CCCC1 | -4 | i
N#Cc1ccccc1OCC(=O)Nc1ccc(N2CCOCC2)cc1N1CCOCC1 | -28 | nt

2 records picked at random from the list so far:
SMILES | OX1R antag | CHT allo act
CCOc1cc(C(=S)N2CCCC2)ccc1OCC(=O)Nc1c(C)cc(C)cc1C | 15 | i
N#Cc1ccccc1OCC(=O)Nc1ccc(N2CCOCC2)cc1N1CCOCC1 | -28 | nt

In the list so far, these have a cyano group:
SMILES | OX1R antag | CHT allo act
COc1ccc(NC(=O)/C(C#N)=C/c2c(C)nn(-c3ccc(F)cc3)c2Cl)cc1OC | -25 | i
N#CC(c1ccccc1)c1cnccn1 (stereo not drawn) | -3 | i
Cc1c(NC(=O)/C(C#N)=C/c2ccc(-c3ccc(Cl)cc3)o2)c(=O)n(-c2ccccc2)n1C | -29 | i
COc1ccc(OCC(=O)C2CC2)c(C#N)c1 | -17 | i
N#Cc1ccccc1OCC(=O)Nc1ccc(N2CCOCC2)cc1N1CCOCC1 | -28 | nt

New compounds follow
SMILES | OX1R antag | CHT allo act
CCCCN(C(=O)c1cc2c(s1)CCC2)c1c(N)n(CC(C)C)c(=O)[nH]c1=O | -25 | nt
CC(=O)Nc1cc(C(=O)N2CCN(C)CC2)ccc1Sc1ccc(C)cc1 | -11 | i
c1ccc(CO/N=C(\c2ccc(C3CC3)nc2)C2CC2)cc1 | -26 | i
COc1cc(NC(=S)NC(C)=O)ccc1NC(=O)C(C)C | -10 | i
CN(C)S(=O)(=O)c1cccc(C(=O)N2CCN(Cc3ccccc3)CC2)c1 | -7 | i
CC(=O)Nc1ccc(S(=O)(=O)N2CCN(S(=O)(=O)N3CCC(C)CC3)CC2)cc1 | 11 | i
CCOc1ccccc1NC(=O)COn1nnc2ccc(Cl)cc21 | -17 | i
CC(C)CCn1c(=S)[nH]c2ncccc2c1=O | 6 | i
CCn1c(Sc2ccc(N)cc2Cl)nc2ccccc21 | -19 | i
Cc1ccc(OCCn2c(=O)sc3ccccc32)cc1 | -33 | i
COc1cc(/C=C2/C(=N)N3C(=NC2=O)SN=C3S(C)(=O)=O)ccc1OS(=O)(=O)c1ccc(C)cc1 | 8 | i
c1ccc(CCC2CCCCN2Cc2cn[nH]c2-c2cc3ccccc3o2)nc1 (stereo not drawn) | -39 | i
CCOCCn1c(N2CCN(c3ccccc3)CC2)nc2c1c(=O)n(C)c(=O)n2C | -28 | i
O=c1oc2cc(Oc3ccc(C(F)(F)F)cc3[N+](=O)[O-])ccc2c2c1CCC2 | -25 | i

Sorted by SMILES length (highest first): four of the compounds above
SMILES | OX1R antag | CHT allo act
CC(=O)Nc1ccc(S(=O)(=O)N2CCN(S(=O)(=O)N3CCC(C)CC3)CC2)cc1 | 11 | i
CN(C)S(=O)(=O)c1cccc(C(=O)N2CCN(Cc3ccccc3)CC2)c1 | -7 | i
c1ccc(CO/N=C(\c2ccc(C3CC3)nc2)C2CC2)cc1 | -26 | i
CCn1c(Sc2ccc(N)cc2Cl)nc2ccccc21 | -19 | i
